Screens as filed in PubChem.
GCN5L2 inh – GCN5L2 (KAT2A) acetyltransferase inhibition. GCN5L2 HAT assay, ThioGlo1 CoA-SH fluorescence. Potency, µM (top dose mostly 58.9 µM), for inactives: top-dose activity change, negative = inhibition, usual class: inhibitors. Q92830. hit rate 0.21% among 390,000
Target sequence (Q92830 whole entry, looked up): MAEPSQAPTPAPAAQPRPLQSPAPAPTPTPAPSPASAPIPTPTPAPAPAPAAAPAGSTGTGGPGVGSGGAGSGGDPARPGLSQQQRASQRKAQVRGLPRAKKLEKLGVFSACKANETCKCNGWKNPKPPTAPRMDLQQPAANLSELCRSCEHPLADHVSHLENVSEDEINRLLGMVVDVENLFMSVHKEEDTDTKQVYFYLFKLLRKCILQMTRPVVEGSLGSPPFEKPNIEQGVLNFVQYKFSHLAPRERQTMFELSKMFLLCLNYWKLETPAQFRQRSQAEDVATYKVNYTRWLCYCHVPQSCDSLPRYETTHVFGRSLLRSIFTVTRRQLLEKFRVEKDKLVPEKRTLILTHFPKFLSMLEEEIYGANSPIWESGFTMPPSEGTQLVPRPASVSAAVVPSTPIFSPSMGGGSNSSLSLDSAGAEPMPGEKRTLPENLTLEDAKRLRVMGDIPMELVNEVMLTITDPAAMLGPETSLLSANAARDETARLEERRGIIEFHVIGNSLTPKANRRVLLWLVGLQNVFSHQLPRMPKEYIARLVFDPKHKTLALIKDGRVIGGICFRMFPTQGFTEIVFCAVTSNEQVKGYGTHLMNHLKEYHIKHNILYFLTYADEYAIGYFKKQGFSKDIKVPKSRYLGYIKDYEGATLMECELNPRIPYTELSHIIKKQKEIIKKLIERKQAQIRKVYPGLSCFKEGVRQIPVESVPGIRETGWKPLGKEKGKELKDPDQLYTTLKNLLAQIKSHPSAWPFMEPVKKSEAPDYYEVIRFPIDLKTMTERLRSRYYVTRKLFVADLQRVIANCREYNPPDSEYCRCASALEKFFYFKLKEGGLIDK
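GCN5L2 (20nM final) in 50mM HEPES, 0.1mM EDTA pH 7.5, 0.01% Tween-20 was preincubated 15 min at room temperature with compound, then given ThioGlo1 (50uM), H3(1-25) peptide (75uM) and acetyl-CoA (70uM); CoA-thiol fluorescence (Ex340/Em540) was read at 0 and 20 min.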
TDP1 cell noCPT – qHTS for Inhibitors of human tyrosyl-DNA phosphodiesterase 1 (TDP1): qHTS in cells in absence of CPT; Potency, µM (highest dose often 46.2 µM), inactives show at the top dose activity change, negative = growth inhibition, most hits filed as inhibitors; DT40 Tdp1-/- hTDP1 cells, no CPT, ATP luminescence, 48 h; hit rate 15% among 420,000; further: nearly all actives have a fitted effect of over 55% in size
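Growth kinetics read by CellTiter-Glo luminescence after ≥48 hr at 37 °C. Cells: DT40 Tdp1-/- stably carrying human TDP1, 400 per well, compound exposure in the absence of CPT (DMSO vehicle).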
TDP1 cell CPT – DT40-hTDP1 cell growth loss with CPT. hit rate 12% among 420,000. AID 686979. chicken DT40 Tdp1-/-;hTDP1 cells + 20 nM CPT, ATP luminescence, 48 h. Potency, µM (doses to about 46.2 µM), without a hit: at the top dose activity change, negative = growth inhibition, hits mostly inhibitors; further: nearly all actives have a fitted effect of over 55% in size
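Cell growth measured by CellTiter-Glo luminescence after a minimum 48 h, 37 C compound exposure with 20 nM CPT in Tdp1-knockout DT40 cells stably expressing hTDP1, seeded 400/well; qHTS titration format.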
Numbers without * were called inactive; u = inconclusive; x = no result given; & = joins results of further samples; [ ] = dose if it differs, or a comment. The call rests on the fitted dose curve; in most records, active means well fitted curve in the direction sought with a large enough effect; inconclusive means small, poorly fitted or top-dose-only effect, or another doubt; inactive means no such curve, though single readings can be large; an effect the other way counts as inactive or inconclusive. On the % scale 0 is the no-effect control and ±100 the full control effect; potency means the concentration at half of the fitted maximal effect. Compounds were not picked by outcome. Share with any hit: about 18%.

SMILES	GCN5L2 inh	TDP1 cell noCPT	TDP1 cell CPT
O=C(C1=C[C@H](c2csc3ccccc23)C[C@H](OCc2ccc(CO)cc2)O1)N1CCCCCCC1	x	20.6µM*	u
Cc1ccc(OCC(O)CN2CCN(c3ccc(C)cc3)CC2)cc1 (centres undefined)	-11.0%	u	u
CCOC(=O)C1CCN(C(=O)CCS(=O)(=O)Cc2ccccc2)CC1	-0.5%	5.7%	-0.1%
CC1CCc2onc(C(=O)NCc3ccco3)c2C1 (centres undefined)	-7.2%	u	u
O=C(NNC(=S)NCc1ccco1)C(c1ccccc1)c1ccccc1	-2.9%	u	2.8%
O=C(CSc1nnc2n1CCCN2C(=S)Nc1ccc(Cl)cc1)c1ccccc1	-9.0%	u	u
Cc1noc(C)c1NC(=O)Nc1cccc2c1O[C@H](CN(C)C(=O)NC(C)C)[C@@H](C)CN([C@H](C)CO)C2=O	-5.3%	-25.1%	-4.7%
Cc1ccc(-n2cc(CN3CCN(C(=O)c4ncn[nH]4)CC3)c(-c3ccc(F)cc3)n2)cc1	-7.3%	23.1µM*	u
Cn1c(O)c(N=Nc2nc(-c3ccccc3)cs2)c2ccccc21	1.0%	u	u
Cc1c(NC(=O)c2ccc(-c3ccc([N+](=O)[O-])cc3Cl)o2)c(=O)n(-c2ccccc2)n1C	-8.1%	13.9%	-2.6%
O=C(NCc1cccc(F)c1)C1CCC(=O)N(CC2CCCCC2)C1 (centres undefined)	-22.1%	-15.4%	2.6%
COc1ccc(/C=C2\CCCC3C2=NN(C(=O)CSc2ncn[nH]2)C3c2ccc(OC)cc2)cc1 (centres undefined)	-6.6%	23.1µM*	18.4µM*
COc1ccc(NC(=O)C2CCC(=O)N2S(=O)(=O)c2ccc(C)cc2)c(OC)c1 (centres undefined)	x	-0.9%	0.0%
Nc1cc(C(=O)N2CCCC2)cc(C(=O)N2CCCC2)c1	0.6%	-2.2%	-12.5%
COc1ccc(CNC(=O)COC(=O)CCc2nc3ccccc3c(=O)[nH]2)cc1	-0.8%	0.3%	2.8%
COc1ccccc1Oc1ccc(Oc2ccccc2OC)cc1	-20.2%	-27.3%	-14.5%
Cc1cc(C)c(Cn2c(=O)n(CCCC(=O)NCc3ccco3)c(=O)c3ccccc32)c(C)c1	x	18.4µM*	u
Nc1nonc1-n1nnc(C(=O)N/N=C/c2cccs2)c1-c1ccc2c(c1)OCO2	-14.4%	-27.9%	u
NC(=O)COC(=O)c1ccccc1Oc1ccccc1	0.0%	-9.5%	18.9%
Cc1ccc(NC(=O)CCN2C(=O)C3C4CCC(C4)C3C2=O)cc1Cl (centres undefined)	-7.7%	-5.2%	-25.2%
CC1CCc2c(sc3nc(C(C)(C)C)nc(N4CCN(C(=O)CCl)CC4)c23)C1 (centres undefined)	-9.5%	2.59µM*	1.84µM*
Cn1c(NC(=O)c2cccc(Cn3cc(Cl)cn3)c2)nc2ccccc21	-0.7%	u	u
CC[C@H](C)[C@H](NC(N)=O)C(=O)NCCc1ccc(Cl)cc1	-5.5%	-2.2%	-3.7%
CC(C(=O)Nc1ccccc1-c1ccccc1)N1CCCCC1 (centres undefined)	0.0%	u	-5.1%
Cn1cnnc1SC/C(O)=C(\C#N)c1nc2ccccc2[nH]1	-1.7%	19.1%	-15.1%
Cc1ccc(C(=O)N2NC(c3ccc(F)cc3)C3C(=O)N(c4ccc(C)c(C)c4)C(=O)C32)cc1 (centres undefined)	-7.4%	-17.3%	-20.8%
O=C(Nc1cccc(C(F)(F)F)c1)C1CCCN(S(=O)(=O)c2cccc3nsnc23)C1 (centres undefined)	-1.4%	20.6µM*	16.4µM*
c1ccc(CNc2nc(CN3CCOCC3)nc3scc(-c4ccccc4)c23)cc1	-10.6%	-24.8%	3.4%
COc1ccc(/C(O)=C2/C(=O)C(=O)N(CCN(C)C)C2c2ccc(F)cc2)cc1Cl (centres undefined)	-5.3%	-5.1%	-4.2%
O=C1CC(c2cc3c(cc2Br)OCO3)C2=C(CCCC2=O)N1 (centres undefined)	4.8%	13.1%	-8.3%
CC(C)(C)C(=O)N1CCN(c2ccc(NC(=O)c3ccc4c(c3)OCCO4)cc2)CC1	-2.1%	u	u
CC(C)C[C@H]1CN(CCCC[C@@H]2CNC(=O)C(=O)N2Cc2ccccc2)C(=O)C(=O)N1CCc1ccccc1	x	u	-3.4%
CCCCOc1ccccc1N1CCN(CCCN2C(=O)C3CCCN3C2=O)CC1 (centres undefined)	-14.9%	7.5%	-24.8%
CCCc1nc2cccnc2n1C1CCN(C(=O)Cn2nccc2C)CC1	x	-19.2%	5.3%[9.04 µM]
N#Cc1ccc(CSc2nnc(-c3c[nH]c4ccccc34)n2-c2ccccc2)cc1	-10.5%	23.1µM*	u
O=C1Nc2ccccc2-n2nnnc2C1N1CCN(CCN2CCOCC2)CC1 (centres undefined)	x	1.9%	3.4%
CCNC(=O)CN(C1CCCCC1)S(=O)(=O)c1ccc(F)cc1	4.0%	-4.6%	1.3%
CNC(=O)c1ccsc1NC(=O)CCS(=O)(=O)c1ccc(C)cc1	0.2%	-28.4%	-12.6%
CN1CCC2(CC1)CCN(S(=O)(=O)c1ccccc1)CC2	-3.4%	1.5%	6.3%
CC(C)=CC(=O)Nc1nnc(-c2ccc(F)cc2)s1	10.7%	-7.6%	-19.8%
CCOC(=O)C1=C(CN2CCSCC2)NC(=O)NC1c1cc(C)ccc1C (centres undefined)	-1.7%	u	-13.7%
Cc1cc(-n2c(C)nc3ccccc3c2=O)ccc1NC(=O)c1ccc(C)c([N+](=O)[O-])c1	-5.4%	5.17µM*	7.31µM*
Cc1ccccc1NC(=O)Cc1nc(COC(=O)c2ccc(S(C)(=O)=O)c([N+](=O)[O-])c2)cs1	2.3%	3.66µM*	2.91µM*
O=C(NCC(=O)N1CCOCC1)c1ccc(Br)cc1	-8.7%	0.6%	4.7%
CCCCN(C)CC(O)Cn1cc(/C=C/C(=O)c2ccc(OC)c(OC)c2)c2ccccc21 (centres undefined)	-14.1%	20.6µM*	18.4µM*
Cc1ccc(Cn2c(C(=O)Nc3ccc(Cl)cc3)cc3sccc32)cc1	-11.7%	-28.4%	u
COc1ccc(CC(=O)NCC2CCCN(Cc3ccc(F)cc3F)C2)cc1 (centres undefined)	-3.8%	-6.6%	1.2%
CC(C)CN(CC(C)C)CC(O)CN(c1ccccc1)S(=O)(=O)c1ccccc1[N+](=O)[O-] (centres undefined)	-15.0%	23.1µM*	u
CCOc1cc(CNc2ccc3cn[nH]c3c2)ccc1OC	-7.3%	20.6µM*	u
CCSC1=NC(C)(C)C=C(/C=C/c2ccc(Cl)cc2Cl)N1	u	16.4µM*	u
Cc1cccc(-c2nc(S(=O)(=O)c3ccccc3)c(N3CCOCC3)o2)c1	-7.4%	-23.8%	-8.1%
Cc1cc(C)c(S(=O)(=O)c2ccccc2Cl)c(=O)[nH]1	-2.2%	18.9%	2.4%
Cc1cccc(C(=O)N[C@H](C(=O)Nc2nnc(C3CC3)s2)C(C)C)c1	-3.3%	u	u
Cc1cc2occ(CC(=O)O)c2cc1C	-1.3%	-14.0%	-5.7%
CCOC(CNC(=O)c1nnc(Cc2cc(OC)c(OC)c(OC)c2)o1)OCC	-5.8%	2.3%	3.0%
COc1cccc(-c2cnc3c(NC=O)cc(-c4ccc(N5CCN(C)CC5)cc4)cn23)c1	x	u	16.4µM*
Nc1nc2ccc(Cl)cc2cc1C(=O)NCCc1c[nH]c2ccccc12	x	u	8.2µM*
COC(=O)Cn1nc(-c2ccccc2)c2ccccc2c1=O	0.7%	-8.9%	-15.4%
COc1ccccc1C(=O)NCCC(=O)Nc1cccnc1	-3.0%	23.0%	-17.8%
Cc1ccc2[nH]c3nc(N/N=C/c4cccc(O)c4)nnc3c2c1	-0.6%	-1.4%	-8.8%
(list continues)
SMILES	GCN5L2 inh	TDP1 cell noCPT	TDP1 cell CPT
CCOC(=O)C1CCN(Cc2ccccc2C(F)(F)F)CC1	-5.8%	-7.9%	-20.7%
CSCCC(NC(=O)C12CC3CC(CC(C3)C1)C2)C(=O)OCC(=O)c1ccccc1 (centres undefined)	0.3%	-7.3%	10.2%
Cc1nn(CC(=O)NCc2ccco2)c(=O)c2cc3ccccc3n12	-3.4%	-8.6%	3.1%
COc1cc2nc(SCC(=O)Nc3ccccc3F)n3nc(-c4ccccc4)nc3c2cc1OC	0.9%	0.9%	2.5%
CC(=O)Nc1c(C)ccc2nsnc12	-5.9%	-3.9%	13.3%
C=CCNC(=O)c1onc(CSc2ccc(OC)cc2)c1C(=O)O	-8.5%	3.3%	-4.9%
COCC(=O)Nc1ccc2c(c1)[C@@H]1C[C@H](CC(=O)OC)O[C@@H](CO)[C@@H]1O2	x	2.5%	21.7%
O=C(N[C@@H](CO)C(=O)NCc1ccccc1)c1ccc(C(F)(F)F)cc1	-1.3%	1.9%	-3.8%
C[C@@H]1CCCCO[C@@H](CN(C)S(=O)(=O)c2cn(C)cn2)[C@@H](C)CN([C@H](C)CO)C(=O)c2cc(NC(=O)Nc3ccc(C(F)(F)F)cc3)ccc2O1	x	-14.8%	-10.4%
CCN1CCN(CC(=O)c2cc(OC)c(OC)c(OC)c2)CC1	-7.5%	-11.6%	-1.2%
Cc1cc(/C=C2\SC(N)=NC2=O)c(C)n1-c1ccccc1	-9.9%	u	u
CNc1oc(-c2ccco2)nc1C#N	0.5%	-5.4%	7.3%
O=C(/C=C/Nc1ccccc1)c1ccc(Cl)cc1Cl	-22.5%	u	-22.2%
CCc1c(C(=O)N/N=C/c2sccc2C)nnn1-c1nonc1N	-2.6%	-13.4%	-26.7%
Cc1nc(NC(CC(C)C)C(=O)O)c2nc(C)oc2n1 (centres undefined)	2.4%	6.9%	-6.9%
CC(=O)c1c(C)c[nH]c1C	-11.9%	u	23.1µM*
O=C(O)c1ccc(COc2ccccc2Cl)cc1	-0.9%	0.5%	-3.8%
Cn1c(C(=O)Nc2cccc(Cl)c2)cc2c(=O)n(C)c3ccccc3c21	-4.6%	14.6µM*	-22.1%
CN(C)/N=C/c1ccc(OS(=O)(=O)c2ccccc2)cc1	u	-6.7%	6.8%
Cc1cccc(NC(=O)Nc2ccc(Cl)c(Cl)c2)n1	1.2%	u	-29.9%
COc1ccc(-n2cc(CNCCCn3ccnc3)c(-c3cccc(F)c3)n2)cc1	0.6%	-20.6%	u
COc1ccc(C2=NS(=O)(=O)N(C)C(C(=O)N3CCCCC3)=C2)cc1	-0.9%	u	-1.9%
COCC(C)NC(=O)NC(=O)c1ccc(Cl)cc1 (centres undefined)	-11.2%	-20.2%	u
CN1CCN(CCCNC(=O)Cn2nc(-c3ccccc3)ccc2=O)CC1	-4.5%	-21.1%	-10.6%

Entries of single compounds, looked up by structure:
`Cc1cc2occ(CC(=O)O)c2cc1C` in the list: GCN5L2 inh: -1.3%; TDP1 cell noCPT: -14.0%; TDP1 cell CPT: -5.7%
`CCN1CCN(CC(=O)c2cc(OC)c(OC)c(OC)c2)CC1` in the list: GCN5L2 inh: -7.5%; TDP1 cell noCPT: -11.6%; TDP1 cell CPT: -1.2%
`COc1ccc(C2=NS(=O)(=O)N(C)C(C(=O)N3CCCCC3)=C2)cc1` in the list: GCN5L2 inh: -0.9%; TDP1 cell noCPT: u; TDP1 cell CPT: -1.9%

Returning to the listing, repeating the 2 entries before the break.
SMILES	GCN5L2 inh	TDP1 cell noCPT	TDP1 cell CPT
COCC(C)NC(=O)NC(=O)c1ccc(Cl)cc1 (centres undefined)	-11.2%	-20.2%	u
CN1CCN(CCCNC(=O)Cn2nc(-c3ccccc3)ccc2=O)CC1	-4.5%	-21.1%	-10.6%
CC1(C)CC(=O)C=C(Nc2ccccc2NC(=O)c2cnccn2)C1	-0.9%	-24.9%	-1.6%
COc1ccccc1CNC(=O)CCC(=O)N1CCOc2ccc(C)cc21	0.7%	-18.1%	-21.5%
COc1ccccc1NC(C)C(=O)c1c[nH]c2ccccc12 (centres undefined)	x	u	11.2µM*
C=C(C)Cn1c(SCC#N)nc2ccccc2c1=O	1.5%	-20.3%	-4.6%
Cc1ccc2c(c1)N(CCC(=O)NC1CCCCC1)C(=O)CO2	-9.6%	-16.3%	10.9%
COc1ccc(OC)c(C2=NS(=O)(=O)N(C)C(C(=O)Nc3ccc(C(C)=O)cc3)=C2)c1	-12.0%&-7.6%	14.6µM*	18.4µM*
